SUMO1-SIM PPI: alters human SUMO1 binding to SIM partners; AID 602429; hit rate 0.33% among 360,000; SUMO1 binding to a labelled peptide, TR-FRET, 1 h; P63165; inhibition, % at 20 µM; in the data active = inhibition above about 37%
Target sequence (P63165 whole entry, looked up): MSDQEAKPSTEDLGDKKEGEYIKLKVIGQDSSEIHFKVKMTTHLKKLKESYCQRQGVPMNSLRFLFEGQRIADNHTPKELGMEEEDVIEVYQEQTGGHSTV
Rin1-Abl PPI inh: inhibitors of human Rin1-Abl protein interaction | TR-FRET Rin1/Abl binding, biochemical | hit rate 0.4% among 360,000 | P00519+Q13671 | inhibition, % at 7.35 µM; in the data active = inhibition above about 5%, passing the limit was not always enough
LMPTP block: LMPTP (human) inhibition | AID 651560 | recombinant LMPTP-A, OMFP fluorogenic substrate, fluorescence intensity | hit rate 0.22% among 360,000 | P24666 | inhibition, % at 20 µM;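 active = compounds that cut the enzyme signal by at least half of the control window in the single-dose screen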;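 note: plate controls were DMSO wells with enzyme plus substrate for no effect and substrate without enzyme for full effect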
Target sequence (P24666 whole entry, looked up): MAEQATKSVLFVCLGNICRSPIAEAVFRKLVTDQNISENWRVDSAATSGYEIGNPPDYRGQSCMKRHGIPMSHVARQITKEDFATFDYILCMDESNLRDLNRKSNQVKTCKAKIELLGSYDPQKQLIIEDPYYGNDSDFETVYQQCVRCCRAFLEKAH
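Test system: LMPTP-A phosphatase enzyme; input: 0.625 nM LMPTP-A final; reagent: OMFP substrate, 400 µM final; compound dosing: 20 µM single dose, 3% DMSO; incubation: 50 min dark incubation at room temperature; measured by: endpoint fluorescence intensity from OMFP dephosphorylation; measure: % inhibition relative to no-enzyme and uninhibited control wells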
NadD block: inhibitors of Staphylococcus aureus NadD; purified NadD enzyme, colorimetric absorbance read-out; hit rate 0.78% among 360,000; inhibition, % at 20 µM; AID 602399; in the data active = inhibition above about 26%; note: some compounds past the cut are filed as inactive
Scp1 inh: inhibitors of human Scp-1 phosphatase | AID 493091 | Recombinant Scp1, phosphopeptide, malachite green phosphate absorbance | Q9GZU7 | hit rate 0.88% among 340,000 | inhibition, % at 20 µM;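 active = inhibition above about 50% at 20 µM, limit read from the data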;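 note: plate controls were DMSO wells with enzyme for no effect and wells lacking enzyme for full effect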
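Assay system: SCP-1 catalytic fragment, aa 76-261 | Buffer or medium: Tris acetate buffer pH 5.5 with MgCl2 and Tween-20 | Compound: One concentration, 20 µM, with 1.0% DMSO | Also added: Phospho 17-mer peptide substrate | Signal: Absorbance at 630 nm | Incubation: 45 min enzyme reaction at room temperature | Measure: % inhibition of SCP-1 phosphate liberation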
Rpn11 block: Rpn11 (human) deubiquitinase inhibition | AID 588493 | human 26S proteasome, Ub4-pepOG fluorescence polarization; 20S core pre-blocked with epoxomicin | hit rate 0.59% among 360,000 | calls only at 20 µM;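 active = inhibition at 20 µM, scaled to each plate's controls, above about 33%, limit read from the data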
STEP inh: blocks human striatal-enriched tyrosine phosphatase. recombinant STEP, OMFP fluorogenic substrate, fluorescence. inhibition, % at 20 µM. hit rate 0.25% among 360,000. AID 588621;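 active = inhibition at 20 µM, scaled per plate between control wells, above about 37%, limit read from the data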;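 note: 0% = DMSO with enzyme and substrate and 100% = substrate only without enzyme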
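Test system: STEP tyrosine phosphatase / Reagent: OMFP at 25 µM / Doses: 20 µM, 1% DMSO / Read-out: percent inhibition scaled to no-enzyme and uninhibited-enzyme controls, plate-pattern corrected / Detection: FITC-channel fluorescence of OMFP product / Medium: Bis-Tris buffer pH 6.0, 2.5 mM DTT, 0.005% Tween 20 / Schedule: 20 min at room temperature, dark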
DNMT1 block: DNMT1 (human) enzyme inhibition; P26358; DNMT1 molecular beacon, Hinp1I cleavage, fluorescence; inhibition (reported as % activation of signal), % at 10 µM; hit rate 0.83% among 360,000; AID 588458; in the data active = inhibition above about 50%
Neddylation inh: blocks human cullin neddylation. P61081+Q13564. TR-FRET cullin neddylation, biochemical. calls only at 25 µM. hit rate 0.58% among 360,000. AID 651699; in the data active = inhibition above about 36%
Target sequence (P61081 whole entry, looked up): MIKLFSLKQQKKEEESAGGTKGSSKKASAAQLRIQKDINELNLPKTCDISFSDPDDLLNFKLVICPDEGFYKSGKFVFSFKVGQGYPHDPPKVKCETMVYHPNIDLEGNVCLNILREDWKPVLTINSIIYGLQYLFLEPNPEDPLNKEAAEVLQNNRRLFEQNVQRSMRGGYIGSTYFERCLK
Target sequence (Q13564 whole entry, looked up): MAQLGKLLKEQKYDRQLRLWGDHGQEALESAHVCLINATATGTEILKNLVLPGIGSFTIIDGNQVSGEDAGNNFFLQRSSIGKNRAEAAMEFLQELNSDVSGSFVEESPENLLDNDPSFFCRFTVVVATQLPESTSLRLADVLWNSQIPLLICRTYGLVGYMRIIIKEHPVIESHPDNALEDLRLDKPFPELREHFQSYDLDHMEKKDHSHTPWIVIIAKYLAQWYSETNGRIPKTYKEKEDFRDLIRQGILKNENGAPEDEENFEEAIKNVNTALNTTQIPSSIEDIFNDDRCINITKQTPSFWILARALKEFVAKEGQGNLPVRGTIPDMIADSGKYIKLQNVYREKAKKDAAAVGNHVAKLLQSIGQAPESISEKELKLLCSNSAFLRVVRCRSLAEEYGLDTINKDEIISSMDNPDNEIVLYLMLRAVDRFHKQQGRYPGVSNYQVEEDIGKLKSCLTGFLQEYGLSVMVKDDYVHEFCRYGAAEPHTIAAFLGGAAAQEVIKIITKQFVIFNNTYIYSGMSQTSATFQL
CSN deneddyl inh: blocks human CSN-mediated cullin deneddylation | Purified CSN, SCF-Nedd8-OG deneddylation, fluorescence polarization | inhibition, % at 12.5 µM | hit rate 0.38% among 360,000 | AID 651999;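 active = pattern-corrected inhibition above about 35%, with an unprinted fluorescence ratio check between 0.5 and 1.5, limit read from the data, passing the limit was not always enough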;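 note: 0% = enzyme with substrate and 100% = substrate without enzyme; some results filed as inactive read as strong as hits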
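Assay system: HEK293T-derived human Csn5 enzyme; quantity: 0.24 nM enzyme; medium: Tris/NaCl/DTT buffer, pH 7.5; also added: substrate SCFSkp2-Nedd8OG, 10 nM; doses: 12.5 µM compound; schedule: 90 min reaction at room temperature; signal: FP; read-out: % inhibition of substrate cleavage by Csn5; benchmarks: substrate-only high control, full reaction low control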
Active calls of the source: *; i = inactive; · = not tested or not shown; + = active, no number.

SMILES | SUMO1-SIM PPI | Rin1-Abl PPI inh | LMPTP block | NadD block | Scp1 inh | Rpn11 block | STEP inh | DNMT1 block | Neddylation inh | CSN deneddyl inh
COc1cc(/C(C)=N/NC(=O)Cc2c(C)[nH][nH]c2=O)ccc1O | 0 | -2 | 0.1 | -1 | -4 | i | -5 | -3 | i | -7
C/C=C/c1ccc2c(c1)O[C@@H](CN(C)C(=O)c1ccc(F)cc1)[C@@H](C)CN([C@H](C)CO)S2(=O)=O | 0 | -2 | -0.6 | 2 | · | i | 0 | -2 | i | -6
CC(=O)Nc1cc(-c2ccccc2CN(C)C)cn2c(-c3ccc(F)c(Cl)c3)cnc12 | -6 | -1 | 0.2 | -3 | · | i | -4 | 0 | i | -1
CSc1nc2ccc(NS(=O)(=O)c3ccc([N+](=O)[O-])cc3)cc2s1 | -20 | -1 | 0.4 | 4 | -7 | i | -2 | -6 | i | 2
C(=C\c1ccccc1)/CN1CCN(C(c2cc3ccccc3o2)c2nnnn2C2CCCC2)CC1 (stereo not drawn) | -1 | 6 | 3.0 | 10 | · | i | -1 | -21 | i | 3
CC(C)c1ccc(CN2CCC2(C)C(=O)Nc2cccc(Oc3ccccc3)c2)cc1 (stereo not drawn) | 8 | -1 | 5.0 | 3 | · | i | 3 | 7 | i | -1
Nc1cccc2c(O)cccc12 | 1 | 0 | 1.1 | 0 | -11 | i | 2 | -11 | + | 15
COc1ccccc1C1=NN(C(=O)c2ccccc2)C(c2ccc(Br)cc2)C1 (stereo not drawn) | 2 | 3 | 5.1 | -1 | -4 | i | 0 | -6 | i | 3
Cc1ccc(Cn2c(C)c3cnn(CC(=O)NC4CCCC4)c(=O)c3c2C)cc1 | 4 | 2 | 1.1 | 0 | -7 | i | 0 | -2 | i | 8
CN1CCN(Cc2nc(N)nc(Nc3ccc4c(c3)OCCO4)n2)CC1 | 3 | 5 | -1.3 | 0 | -2 | i | -1 | 0 | i | 0
CC(Sc1nnc2n1CCCCC2)C(=O)Nc1cccc(S(=O)(=O)N2CCOCC2)c1 (stereo not drawn) | 2 | 2 | -1.5 | -4 | 1 | i | -4 | 1 | i | 4
COC(=O)c1cccc(N(CC(=O)NCC2CCCO2)C(=O)CCC(=O)Nc2cc(C)on2)c1 (stereo not drawn) | 7 | 1 | -0.8 | -11 | -2 | i | -3 | 1 | i | 2
CCc1nnc(NC(=O)c2nc(S(=O)(=O)Cc3ccccc3)ncc2Cl)s1 | 27 | -1 | -2.0 | 4 | 3 | i | 2 | 4 | i | -5
Cc1cccc(NC(=S)N2CCN(C(=O)c3ccco3)CC2)c1C | 6 | 0 | 10 | 0 | 6 | i | 4 | 1 | i | 1
O=C(NCC1CCCN1S(=O)(=O)c1cccs1)c1ccccc1 (stereo not drawn) | 9 | 2 | 0.0 | -3 | -4 | i | -2 | -1 | i | 1
CCOC(=O)CC(S(=O)(=O)c1ccccc1)S(=O)(=O)c1ccccc1 | -2 | 0 | -0.1 | -1 | · | i | -2 | 3 | i | 1
COC(=O)C1=C(C)N(CCCC(=O)O)C(=O)NC1c1ccccc1OS(=O)(=O)c1ccc([N+](=O)[O-])cc1 (stereo not drawn) | -11 | -1 | -1.3 | -4 | 2 | i | 1 | 0 | i | 0
O=c1oc2ccccc2c(Nc2ccccc2)c1[N+](=O)[O-] | -15 | 1 | -0.5 | -1 | 1 | i | 0 | 2 | i | 3
Clc1cccc(Cc2ccc(Cl)nn2)c1 | -1 | -1 | -0.7 | -4 | -3 | i | -1 | 2 | i | -14
CS(=O)(=O)c1ccc(-c2csc(C(O)(c3ccccc3)C(F)(F)F)n2)cc1 (stereo not drawn) | 11 | 2 | 0.7 | -7 | · | i | -2 | 10 | i | -4

Marked active in Neddylation inh, of those listed so far:
SMILES | SUMO1-SIM PPI | Rin1-Abl PPI inh | LMPTP block | NadD block | Scp1 inh | Rpn11 block | STEP inh | DNMT1 block | Neddylation inh | CSN deneddyl inh
Nc1cccc2c(O)cccc12 | 1 | 0 | 1.1 | 0 | -11 | i | 2 | -11 | + | 15

Additional compounds.
SMILES | SUMO1-SIM PPI | Rin1-Abl PPI inh | LMPTP block | NadD block | Scp1 inh | Rpn11 block | STEP inh | DNMT1 block | Neddylation inh | CSN deneddyl inh
CCOc1ccc(NC(=O)CN(C)C(=O)CCc2nc3ccccc3c(=O)[nH]2)cc1OCC | 4 | 0 | -1.0 | -1 | · | i | 2 | 6 | i | 8
CSc1nc(C)c(CCOC(=O)c2cccc(C)c2)c(=O)[nH]1 | 3 | -1 | -1.9 | -4 | 1 | i | 3 | 2 | i | -1
CC(C)(C)C(=O)Cn1c(=N)n(Cc2ccccc2)c2ccccc21 | 1 | -2 | 2.6 | -4 | 2 | i | 0 | -5 | i | -4
O=C(O)c1cccc(NC(=O)c2ccc(CN3C(=O)c4ccccc4C3=O)cc2)c1 | 6 | 0 | -1.8 | -2 | -12 | i | -1 | -3 | i | -5
Cc1nn(-c2ccc(F)cc2)c(Cl)c1/C=C(\CC(=O)O)c1nc2ccccc2s1 | -11 | -1 | -0.5 | 9 | -4 | i | -1 | -3 | i | -1
NC(=O)[C@H]1CC2(CC(c3cccc(NC(=O)c4ccccc4)c3)=NO2)CN1C(=O)[C@H]1CCC(=O)N1 (stereo partly drawn) | 0 | -1 | -2.7 | 4 | 2 | i | -4 | 11 | i | 3
CCOC(=O)CC1=CC(C)(CC(=O)OCC)C(C#N)(C#N)C(N)=C1C#N (stereo not drawn) | -8 | -2 | -1.1 | -4 | -3 | i | -3 | -8 | i | -3
CC[n+]1cc(-c2ccccc2)nc(N2CCOCC2)n1 | -25 | -3 | -1.5 | 14 | 99* | i | -2 | 6 | i | -2
Cc1cc(C)c2oc(C(=O)N3CCN(C)CC3)cc(=O)c2c1 | -8 | -2 | -3.3 | -1 | 1 | i | -1 | 3 | i | 4
CCOC(=O)C1=C(Cn2ccc(C(F)(F)F)n2)NC(=O)NC1c1ccc2c(c1)OCO2 (stereo not drawn) | 3 | 0 | 0.0 | 3 | -7 | i | 2 | -1 | i | 2
COc1ccccc1NC(=O)CSc1nnc(CNC(=O)c2cccs2)o1 | -3 | 0 | -1.6 | 0 | -2 | i | -1 | 0 | i | 2
Cc1ccccc1-c1nc(C(=O)NCC2CCCO2)cc2c1[nH]c1ccccc12 (stereo not drawn) | 1 | 0 | 2.9 | 5 | 7 | i | -2 | -15 | i | 0
CCOc1ccccc1NC(=O)c1cnc(NS(=O)(=O)c2ccccc2)nc1 | -1 | 2 | -0.6 | 1 | -3 | i | -2 | 3 | i | -3
COc1ccc(S(=O)CC(=O)Nc2ccccc2Cl)cc1 (stereo not drawn) | 5 | -1 | 0.3 | 1 | -7 | i | 11 | 1 | i | -2
N#Cc1c(-c2ccc(Cl)cc2Cl)nc2n(c1=O)CCS2 | -4 | 2 | -0.5 | 11 | 4 | i | -1 | -3 | i | 4
O=C(CC1C(=O)NCCN1Cc1ccc(-c2ccccc2)cc1)NC1CCC1 (stereo not drawn) | -5 | 2 | -1.6 | 2 | -4 | i | 2 | -8 | i | -2
CC(=O)NC1C(OC(=O)/C=C/c2ccccc2)OC(COC(C)=O)C(OC(C)=O)C1OC(C)=O (stereo not drawn) | -6 | -5 | -1.6 | 5 | -6 | i | 0 | -1 | i | 0
Nc1cccc2c1C(=O)N(C(=O)/C=C/c1cccc(F)c1)C2=O | -3 | -2 | 0.8 | 7 | -6 | i | 1 | 14 | · | 23
CCOc1ccccc1OCCOc1cccc(C(F)(F)F)c1 | 3 | 2 | 1.5 | -2 | -13 | i | 5 | 3 | i | -1
COc1cc2oc(=O)cc(CN3CCCC3)c2cc1Cl | -7 | -1 | 0.0 | 2 | · | i | -3 | 2 | i | -4
COc1cc(C2C(C#N)=C(N)N(c3cccnc3)C3=C2C(=O)CC(C)(C)C3)ccc1O (stereo not drawn) | -5 | 6 | 0.6 | 4 | -4 | i | 0 | -5 | i | -6
COc1cc(CN2CCC(C(=O)N3CCCC(C)C3)CC2)cc(Br)c1O (stereo not drawn) | 2 | 3 | -9.4 | 9 | -4 | i | 0 | 3 | i | 1
COc1ccc(C(=O)NCc2cn3ccccc3n2)cc1 | 8 | -3 | -1.6 | 0 | -6 | i | 9 | 5 | i | -5
CCOc1ccccc1NC(=O)CSc1nc(=O)n(CCCN2CCOCC2)c2c1CCC2 | 5 | -1 | -1.3 | 2 | -1 | i | 0 | 1 | i | 2
Cn1c(=O)c2c(nc(CN3CCc4ccccc4C3)n2CCCO)n(C)c1=O | -1 | 1 | 0.4 | 3 | 1 | i | -3 | -9 | i | -2
CCc1nn(CC(=O)N2CCN(Cc3ccc4c(c3)OCO4)CC2)c(=O)c2cc3occc3n12 | 0 | 1 | 12 | -2 | 3 | i | -1 | -1 | i | -5
CCOC(CNC(=O)CN1C(=O)COc2ccc(S(=O)(=O)N3CCCC3)cc21)OCC | 6 | 1 | -1.2 | 0 | -11 | i | -3 | -1 | i | 5

Laid out differently: four of the compounds above.
SUMO1-SIM PPI,Rin1-Abl PPI inh,LMPTP block,NadD block,Scp1 inh,Rpn11 block,STEP inh,DNMT1 block,Neddylation inh,CSN deneddyl inh,mol
2,3,-9.4,9,-4,i,0,3,i,1,COc1cc(CN2CCC(C(=O)N3CCCC(C)C3)CC2)cc(Br)c1O (stereo not drawn)
8,-3,-1.6,0,-6,i,9,5,i,-5,COc1ccc(C(=O)NCc2cn3ccccc3n2)cc1
5,-1,-1.3,2,-1,i,0,1,i,2,CCOc1ccccc1NC(=O)CSc1nc(=O)n(CCCN2CCOCC2)c2c1CCC2
-1,1,0.4,3,1,i,-3,-9,i,-2,Cn1c(=O)c2c(nc(CN3CCc4ccccc4C3)n2CCCO)n(C)c1=O
